# Redox H2O2 prof: compounds producing H2O2 with reducing agent – biochemical, NIH compound library profiling, artefact control for MLSCN library redox annotation, primary screen; DTT-dependent redox cycling H2O2, phenol red/HRP absorbance; 100% = 100 µM peroxide control, 0% = buffer; 200,000 tested, 0.03% active; activation, % at 10 µM;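 active means activation of at least 50% relative to the plate's high and low controls in the primary single-dose screen; inactive means activation below 50%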;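 further: compound incubated with DTT at 0.8 mM final as the reducing agent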
# L major viab: inhibitors of Leishmania major promastigote growth; AID 1063; Leishmania major promastigotes, resazurin fluorescence viability; inhibition, % at 10 µM; 200,000 tested, 9% active;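 further: promastigotes grown with compound for 44 hours at 28 °C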
# Diaph act CS: diaphorase activation or chemical reduction counter-screen. Diaphorase/resazurin coupled assay, resorufin fluorescence, 16 min; hits give high values; 1 = vehicle wells, 0 = NADH-free wells. activation factor at 20 µM. 190,000 tested, 0.005% active. AID 1229;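 active means diaphorase activity raised at least twofold by the compound at 20 µM; inactive means activation factor below 2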
#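 System – purified diaphorase enzyme from Clostridium kluyveri · Input – enzyme 0.07 U/mL final · Also added – final NADH 0.114 mM, resazurin 0.1 mM · Measured by – fluorescence of resorufin, 544 nm excitation, 590 nm emission · Timing – 16 min enzyme reaction, ambient temperature · Measure – resorufin increase flagging diaphorase activators or reducers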
# Hsp70 act: switches on Hsp70 transcription. HeLa Hsp70 promoter luciferase reporter, luminescence; scaled: vehicle 0, proteasome-inhibitor control 100%. activation, % at 10 µM. 200,000 tested, 0.04% active;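 active means activation above the mean across all tested compounds plus 3 SD, cutoff set per campaign, cut at about 5.5% in these data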;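 further: 100% = MG132 at 30 µM as the positive control and 0% = DMSO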
# Diaph inh CS: inhibits diaphorase or chemically oxidizes, flagging diaphorase assay artifacts | diaphorase resazurin-to-resorufin fluorescence, NADH, 16 min; bacterial (C. kluyveri) enzyme, not human | inhibition, % at 20 µM | AID 1217 | 190,000 tested, 0.69% active;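 active means primary screen inhibition at 20 µM above a set limit, cut at about 50% in these data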;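 further: plate controls were DMSO with full reaction for no effect and wells lacking NADH for full effect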
#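 Assay system – diaphorase enzyme from Clostridium kluyveri · Amount – diaphorase 0.14 U/mL (working solution) · Times – reaction incubation of 16 min at room temperature · Controls – No-NADH positive control and DMSO neutral control · Signal – resorufin fluorescence 544/590 nm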
# G6PDH CS: inhibits Leuconostoc G6PDH, flagging false hits in G6PDH-based assays; Purified L. mesenteroides G6PDH, diaphorase/resazurin coupled fluorescence, 45 min; inhibition, % at 5 µM; 200,000 tested, 0.12% active; AID 1020
# PMI activator: activators of human phosphomannose isomerase; P34949; purified human PMI, coupled resazurin fluorescence, 20 min; hits give high values; 1 = vehicle control, 0 substrate-free wells; activation factor at 20 µM; 190,000 tested, 0.005% active; AID 1214;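 active means activation factor of 2 or more at 20 µM, relative to plate controls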
# Target sequence (P34949 whole entry, looked up): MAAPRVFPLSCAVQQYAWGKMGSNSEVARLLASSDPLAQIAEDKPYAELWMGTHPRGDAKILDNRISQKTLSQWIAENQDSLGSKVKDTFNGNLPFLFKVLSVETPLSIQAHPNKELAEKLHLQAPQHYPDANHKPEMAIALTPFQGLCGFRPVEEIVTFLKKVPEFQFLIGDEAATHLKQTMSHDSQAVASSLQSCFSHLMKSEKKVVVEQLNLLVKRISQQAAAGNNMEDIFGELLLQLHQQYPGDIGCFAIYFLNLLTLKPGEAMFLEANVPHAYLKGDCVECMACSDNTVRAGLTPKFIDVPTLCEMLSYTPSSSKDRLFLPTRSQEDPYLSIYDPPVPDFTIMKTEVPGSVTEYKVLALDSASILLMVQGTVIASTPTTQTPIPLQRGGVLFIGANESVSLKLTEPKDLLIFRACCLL
# S1P3 antag: blocks the human S1P3 receptor | inhibition, % at 4.98 µM | 170,000 tested, 0.27% active | AID 485 | CHO S1P3 NFAT-BLA reporter, FRET fluorescence, antagonist mode | Q99500;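 active means inhibition above the plate cutoff, the mean inhibition of test wells on that plate plus 3 SD, cut at about 28% in these data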;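 further: cells challenged with S1P at its EC80 of 0.8 µM; blue over green emission ratio from cleaved BLA substrate after 4 h stimulation; 0% = S1P-stimulated wells and 100% = unstimulated DMSO-only wells; some compounds past the cut are filed as inactive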
# Target sequence (Q99500 whole entry, looked up): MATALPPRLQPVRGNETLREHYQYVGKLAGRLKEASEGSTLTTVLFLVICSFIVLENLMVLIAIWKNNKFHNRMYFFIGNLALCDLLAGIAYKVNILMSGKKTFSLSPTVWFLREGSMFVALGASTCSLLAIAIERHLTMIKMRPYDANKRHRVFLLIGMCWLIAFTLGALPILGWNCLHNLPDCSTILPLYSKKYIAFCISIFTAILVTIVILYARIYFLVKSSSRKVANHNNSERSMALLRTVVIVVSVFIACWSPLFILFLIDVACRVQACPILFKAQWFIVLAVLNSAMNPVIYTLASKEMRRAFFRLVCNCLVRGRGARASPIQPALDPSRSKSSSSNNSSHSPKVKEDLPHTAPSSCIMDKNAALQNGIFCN
# PMI act hi M6P: increases human PMI activity with near-saturating mannose 6-phosphate; P34949; coupled PMI enzyme assay, resazurin fluorescence, 20 min; hits give high values; 1 = untreated enzyme, 0 = substrate-free blank; activation factor at 20 µM; 190,000 tested, 0.34% active; AID 1216;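 active means activation factor of 2 or more at 20 µM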
#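 Technique: Diaphorase-driven resazurin-to-resorufin fluorescence, excitation 544, emission 590 nm | Assay system: Human PMI in coupled enzyme assay | Times: Enzyme reaction with compound 20 min at room temperature | Medium: HEPES-buffered pH 7.4 with magnesium and detergent | Reagent: Mannose-6-phosphate 1.0 mM (near-saturating) plus 0.22 mM NADP+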
# TLR4-MyD88 BLA: blocks binding of human TLR4 to MyD88 | O00206+Q99836 | HeLa CL3-4 TLR4/MyD88 BLA complementation, FRET ratio | AID 861 | 200,000 tested, 0.18% active | inhibition, % at 8.4 µM; in the data active means inhibition above about 25%;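 further: 0% = vehicle and 100% = reference inhibitor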
# RAM network inh: inhibitors of the yeast RAM network; inhibition, % at 50 µM; 190,000 tested, 1.8% active; AID 868; S. cerevisiae dse1pr::URA3 reporter, 5-FOA growth OD615, 2 d; analog-sensitive cbk1-as2 kinase mutant strain;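 active means inhibition above a set limit, 3 SD over mean compound inhibition, cut at about 8.4% in these data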;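 further: 0% = DMSO-only wells with no growth and 100% = 10 µM 1-NA-PP1 full growth; inhibition rescues growth on 5-FOA so higher OD means more RAM inhibition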
# The depositor's hits bear a star; . = no result given. Unless noted, no stated cut-off is given here; in the data, active means inhibition above about 50%; inactive means the rest. No enrichment for hits. About 12% of those tested had a hit in this group.
SMILES,Redox H2O2 prof,L major viab,Diaph act CS,Hsp70 act,Diaph inh CS,G6PDH CS,PMI activator,S1P3 antag,PMI act hi M6P,TLR4-MyD88 BLA,RAM network inh
COc1ccc(NC(=O)CC2Nc3ccccc3NC2=O)c([N+](=O)[O-])c1 (stereo unspecified),-1.5,-17,1,0.4,0,0,1.2,-13,1.1,0,3.9
CC(CC(=O)O)Nc1ccccc1O (stereo unspecified),-0.6,-2,0.7,-0.3,26,46,0.9,-13,0.5,-16,0.7
Oc1ccc(/C=N/NC(=S)Nc2cccnc2)c(O)c1,0.0,84*,0.8,-0.4,21,-14,1,-6,1.1,-11,1.6
COC(=O)CN(C#N)c1nc(OC)nc(N(C)C)n1,2.0,-5,0.9,0.2,11,-1,1,-11,1,11,-0.3
COc1ccc(S(=O)(=O)N2CCCCC2)cc1NC(=O)CN1CCN(C(C)=O)CC1,0.0,-9,1,-0.1,-4,-1,1,0,1,-9,2.1
CC(CC(=O)Nc1nncs1)c1ccccc1 (stereo unspecified),-0.6,16,0.9,0.1,8,-3,1.1,.,1.1,2,-0.1
C/C(=N\NC(=O)C(NC(=O)c1ccccc1)C(C)C)c1ccccc1 (stereo unspecified),-4.7,-3,0.9,0.0,6,3,1,.,1,7,0.4
O=C1NCCN(Cc2cccc(Oc3ccccc3)c2)C1CC(=O)N1CCCCO1 (stereo unspecified),-0.7,-8,1.1,-0.4,-13,7,1,2,0.7,19,0.8
CC(=O)c1ccc(N=C2SCCCN2C(=O)C2CCCCC2)cc1,0.0,86*,1,-0.4,1,2,1,-14,1.1,1,0.4
CCc1cn([C@H]2C[C@H](O)[C@@H](CO)O2)c(=O)[nH]c1=O,1.0,19,1.1,-0.2,-12,-1,1.1,1,1.1,-5,-0.8
C/C(CC(=O)NCc1ccco1)=N\NC(=O)Cc1ccc(-c2ccccc2)cc1,1.2,-3,1,-0.5,0,5,1,-12,1.1,-2,1.6
O=C(NCc1ccc2c(c1)OCO2)c1cccc(C(=O)NCc2ccc3c(c2)OCO3)c1,-0.4,14,0.8,-0.3,22,8,0.9,-28,0.8,0,1.3
CCOC(=O)N1CCN(c2cc(N3CCOCC3)c(F)cc2[N+](=O)[O-])CC1,-1.1,1,0.9,-0.1,13,12,0.9,11,0.8,-18,3.2
COc1ccccc1N1CCN(C(=O)CSc2ncnc3scc(-c4ccccc4)c23)CC1,0.7,3,0.9,0.2,9,-25,0.9,2,1,11,3.5
Cc1ccc(NC2=CC(=O)OC(C)C2)cc1 (stereo unspecified),0.9,-4,1,-0.1,-2,8,0.9,.,1,-4,-0.3
Cc1ccc(NC(=O)CS(=O)CC(=O)NCCCN(C)c2ccccc2)cc1 (stereo unspecified),0.1,-9,0.9,0.4,15,0,1.1,-29,0.9,-1,1.2
O=C(Cc1cccs1)N1CCN(S(=O)(=O)c2ccc(F)cc2)CC1,-0.2,22,0.9,-0.1,10,-3,1.1,-11,1,-10,3.2
CCN(CC)C(=O)Cn1cc(SCC(=O)Nc2cc(C)on2)c2ccccc21,-0.5,-2,0.9,0.0,9,-2,1,-4,1,-21,0.7
CCC(C)C1NC(=S)N(C2CCCCC2)C1=O (stereo unspecified),-12,-1,1,0.9,4,8,0.9,.,0.9,-5,0.1
CCCOc1ccc(CCN2CCC(=O)NC2=O)cc1C,0.0,1,0.9,-0.3,13,8,0.9,.,0.9,-12,1.3
CC(=O)c1cccc(N=C2NC(=O)C(CO)(CO)S2)c1,-1.5,-6,0.9,0.3,6,-2,0.9,.,1,-5,1.2
Cc1ccc(NC(=O)CCCN2C(=S)NC(C)(C)CC2C)cc1 (stereo unspecified),-0.4,-4,1,-0.2,1,-1,1.1,-6,1.1,-14,-0.9
COc1ccc2cnn(CCOc3cc(C)ccc3C(C)C)c(=O)c2c1OC,-0.6,95*,0.8,0.7,23,0,0.9,-4,0.9,-4,1.9
O=C(CSc1nnc(SCc2ccc(Cl)cc2)s1)N/N=C/c1c(Cl)cccc1Cl,0.4,3,0.9,0.0,8,-22,0.9,-30,1,4,-1.3
Cc1ccc(NC(=O)C2CCCN(S(=O)(=O)c3ccc4c(c3)oc(=O)n4C)C2)nc1 (stereo unspecified),-0.7,0,1,-0.5,0,-10,1,-34,1,-3,0.6
Cc1cc(C2=NNC(=NCc3ccccc3)SC2)c(C)n1-c1c(C)n(C)n(-c2ccccc2)c1=O,0.4,-4,0.8,-0.2,19,-11,0.8,-4,0.8,-8,2.7
COC(=O)c1sccc1-c1ccc(C(=O)Nc2ccccc2)o1,-8.7,4,0.8,-0.1,15,9,0.9,.,1,5,3.6
Cc1c(NC(=O)c2cc(-n3cnnc3)ccc2Cl)cccc1-c1nc2ccccc2s1,-1.0,-2,0.9,1.0,5,-5,0.9,.,1,1,2.4
COc1ccc(CN2C(=O)NC3(CCOc4ccccc43)C2=O)cc1F (stereo unspecified),0.3,-5,0.9,-0.4,7,2,0.9,-8,1,-2,0.1
O=C(COc1cc(O)c2c(=O)cc(-c3ccccc3)oc2c1)c1ccccc1,2.0,-1,1,-0.5,2,0,1,.,1,1,2.8
COc1ccc(C(=O)Nc2ccccc2-c2ccccc2)cc1Cl,0.0,5,0.9,-0.6,10,-12,0.9,-2,1,-16,1.2
C=CCNC(=S)NN(c1ccccc1)c1ccccc1,-0.5,-2,1,0.1,2,-2,1,2,1,7,0.7
Cc1ccc(S(=O)(=O)NC(C)C(c2cccs2)N2CCN(C)CC2)cc1 (stereo unspecified),0.4,-7,0.9,0.0,8,2,1.1,.,1,13,0.0
O=C(Nc1cccc(Oc2ccc3c(c2)C(=O)NC3=O)c1)c1ccco1,1.5,-1,0.9,-0.3,8,-12,0.9,5,0.9,3,0.8
O=C(CSc1nnc2ccccn12)c1ccc(Cl)cc1,-0.3,-1,0.9,0.5,9,1,1.1,-13,1.1,-10,1.5
COCc1c(C(=O)OC)nnn1-c1ccc(C(F)(F)F)cc1[N+](=O)[O-],7.2,-4,0.9,-0.2,10,4,1,-14,0.9,7,0.9

# An excerpt from above with just Diaph act CS:
SMILES | Diaph act CS
COc1ccc(C(=O)Nc2ccccc2-c2ccccc2)cc1Cl | 0.9
C=CCNC(=S)NN(c1ccccc1)c1ccccc1 | 1
Cc1ccc(S(=O)(=O)NC(C)C(c2cccs2)N2CCN(C)CC2)cc1 (stereo unspecified) | 0.9
O=C(Nc1cccc(Oc2ccc3c(c2)C(=O)NC3=O)c1)c1ccco1 | 0.9
O=C(CSc1nnc2ccccn12)c1ccc(Cl)cc1 | 0.9

# Later entries.
SMILES,Redox H2O2 prof,L major viab,Diaph act CS,Hsp70 act,Diaph inh CS,G6PDH CS,PMI activator,S1P3 antag,PMI act hi M6P,TLR4-MyD88 BLA,RAM network inh
Cc1ccc(S(=O)(=O)N2CCN(Cc3cccc(C)c3O)CC2)cc1,0.9,-2,0.8,-0.6,19,9,1,-6,1,2,0.7
CCc1ccccc1NC(=S)NC1CC2CCCC(C1)N2Cc1cccs1 (stereo unspecified),-0.1,79*,1,-0.2,2,-1,1,.,1,2,-0.1
CC(C)OC(=O)NC(c1ccccc1)C(Cl)(Cl)Cl (stereo unspecified),-0.8,3,1,-0.5,4,4,0.9,15,1,3,1.2
CC(C)C(NC(=O)c1c(F)cccc1F)C(=O)NCC(c1ccccc1)N(C)C (stereo unspecified),-1.0,0,1,0.0,0,1,1,-25,1,16,0.0
O=C1CCCC(O)=C1C1C2=C(CCCC2=O)Oc2ccccc21 (stereo unspecified),-0.3,19,1,0.0,2,6,1,-19,0.9,-11,4.3
Cc1onc(-c2c(Cl)cccc2Cl)c1C(=O)Nc1ccc2c(c1)OCO2,-1.6,8,0.8,-0.2,18,11,0.8,-8,0.8,5,0.1
O=C(Nc1nnc(-c2ccc3c(c2)OCCO3)o1)c1ccc(Cc2ccccc2)cc1,-1.5,-1,1,-0.4,3,-2,1,-6,1,12,2.7
O=C(C1CCN(S(=O)(=O)c2cccc3nsnc23)CC1)N1CCN(c2ccccc2F)CC1,1.1,5,0.9,0.0,6,-2,1,-33,1,9,3.6
c1ccc(NCc2nnc3n2CCCCC3)cc1,0.1,-7,0.9,-0.3,13,2,1,-11,0.9,-9,0.8
CCOC(=O)[C@H](CCc1ccccc1)N[C@@H](C)C(=O)N1CCC[C@H]1C(=O)O,7.6,-10,0.9,-0.1,8,8,1.2,3,1.1,14,-0.3
CC1(C(=O)Oc2ccccc2)Cc2ccccc2C(=O)O1 (stereo unspecified),-0.6,4,1.2,0.1,-24,0,1.2,-29,1.5,-4,1.8
CC(C)c1nnc(NC(=O)C2CCN(c3nc4ccccc4s3)CC2)s1,0.9,-6,1,-0.4,-1,2,1,-29,1.1,-8,6.2
CC(=O)N1CCN(C2=NC(=O)C(=C3CCCCC3)S2)CC1,0.0,-3,0.9,-0.1,7,3,1,.,1,9,1.9

# Single records, as listed above:
# CCOC(=O)[C@H](CCc1ccccc1)N[C@@H](C)C(=O)N1CCC[C@H]1C(=O)O across the screens: Redox H2O2 prof = 7.6; L major viab = -10; Diaph act CS = 0.9; Hsp70 act = -0.1; Diaph inh CS = 8; G6PDH CS = 8; PMI activator = 1.2; S1P3 antag = 3; PMI act hi M6P = 1.1; TLR4-MyD88 BLA = 14; RAM network inh = -0.3
# O=C(Nc1nnc(-c2ccc3c(c2)OCCO3)o1)c1ccc(Cc2ccccc2)cc1 across the screens: Redox H2O2 prof = -1.5; L major viab = -1; Diaph act CS = 1; Hsp70 act = -0.4; Diaph inh CS = 3; G6PDH CS = -2; PMI activator = 1; S1P3 antag = -6; PMI act hi M6P = 1; TLR4-MyD88 BLA = 12; RAM network inh = 2.7

# Bioassay records deposited in PubChem by several laboratories.
